Myeloid diff MLP: myeloid differentiation induction; ER-HoxA9 myeloid progenitors, lysozyme-GFP differentiation, flow cytometry; AID 624256; hit rate 1% among 360,000; calls only at 10 µM;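 active means normalized GFP-positive differentiation at or above the plate's own cutoff, the solvent-only control mean plus 3 SD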;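 further: cells exposed to compound for four days before flow analysis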
MgcRacGAP inhibition: MgcRacGAP GTPase-activating activity inhibitors, confirmation, biochemical, ADP Hunter fluorescence | MgcRacGAP-stimulated Rac1 GTP hydrolysis, ADP Hunter fluorescence; higher % means a stronger effect; GST-tagged Rac1 F28L mutant substrate | inhibition, % at 30 µM; hits with a dose series show IC50 in µM | hit rate 0.6% among 340,000 | AID 624330;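 active means first-screen hits whose inhibition reached a set limit at any dose in the follow-up dose series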;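 further: fluorescence reports GDP produced by GAP-driven GTP hydrolysis; strong numbers were not always called active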
NTR1 agonist: NTR1-driven beta-arrestin-GFP spot formation – imaging, U2OS cells, high content, primary screen (AID 493036). activation, % at 20 µM. hit rate 0.17% among 330,000. agonist mode;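 active means activation at or above 40% of the spot to cytoplasm intensity ratio, with at least 20 cells analyzed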;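 further: 0% = DMSO without peptide and 100% = 100 nM NTR1 peptide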
Target sequence (P30989 whole entry, looked up): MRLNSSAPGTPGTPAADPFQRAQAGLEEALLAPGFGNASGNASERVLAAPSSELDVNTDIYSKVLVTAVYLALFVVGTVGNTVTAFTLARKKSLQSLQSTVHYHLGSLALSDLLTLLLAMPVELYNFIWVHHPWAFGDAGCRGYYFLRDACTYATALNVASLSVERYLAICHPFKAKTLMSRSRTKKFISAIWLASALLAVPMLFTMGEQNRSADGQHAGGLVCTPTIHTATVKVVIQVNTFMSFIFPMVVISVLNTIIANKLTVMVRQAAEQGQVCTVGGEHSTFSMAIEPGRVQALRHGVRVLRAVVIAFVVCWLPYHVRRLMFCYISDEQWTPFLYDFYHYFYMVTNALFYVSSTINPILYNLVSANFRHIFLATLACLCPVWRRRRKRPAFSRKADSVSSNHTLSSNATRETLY
NTR1 agonist cell count 20 µM: second read-out of NTR1 agonist, no call of its own (marks repeat the call); cell count; measured here: cell count, cytotoxicity flag
Myeloid diff MLP GFP+ MAC1+ %: also measured in Myeloid diff MLP; calls as there; GFP+ MAC1+ double positive, %; measured here: differentiation confirmed by MAC1 staining
* marks the source's active call; other numbers are inactive results; i = inactive; x = no result given; + = active, no number. Some of the compounds tested; count on the stated rates, not on these rows.

# | Molecule | Myeloid diff MLP | Myeloid diff MLP GFP+ MAC1+ % | MgcRacGAP inhibition | NTR1 agonist | NTR1 agonist cell count 20 µM
1 | COc1cc2c(c(OC)c1OC)-c1ccc(SC)c(=O)cc1C(NC=O)CC2 (stereo not drawn) | x | x | 10.8% | x | x
2 | CC(C)CCCCCCCCCCCCC(=O)NCC(=O)NC1C(O)C(O)C(Nc2ncnc3nc[nH]c23)OC1C(O)CO (stereo not drawn) | x | x | 1.8% | x | x
3 | COc1cccc2c1C(=O)c1c(O)c3c(c(O)c1C2=O)CC(O)(C(=O)CO)CC3OC1CC(N(C)C)C(O)C(C)O1 (stereo not drawn) | x | x | 20.6% | x | x
4 | Cc1ccc(CNC(=O)c2cccnc2)cc1 | i | 0.4 | x | -0.3 | 51
5 | O=C(NCC1CCCO1)c1ccc(NC(=O)c2ccc(Br)cc2)cc1 (stereo not drawn) | i | 0.4 | x | 0.1 | 49
6 | COc1ccc(NC(=O)C(C)N2C(=O)c3ccccc3C2=O)c(OC)c1 (stereo not drawn) | i | 1.5 | x | -0.5 | 46
7 | CN(C)Cc1ccccc1CCc1ccccc1 | i | 0.5 | x | 1.7 | 42
8 | O=C(NC1=NCCS1)c1cccc(F)c1 | i | 0.2 | x | -0.5 | 50
9 | O=C(O)CSc1cccnc1Sc1ccc(Cl)cc1 | i | 0.7 | x | -0.8 | 50
10 | CN1CCN(C2Cc3ccc(Cl)cc3Sc3ccc(F)cc32)CC1 (stereo not drawn) | i | 0.7 | x | 6.9 | 45

Profiles, quoted from the list. Order of screens: Myeloid diff MLP | Myeloid diff MLP GFP+ MAC1+ % | MgcRacGAP inhibition | NTR1 agonist | NTR1 agonist cell count 20 µM
Record of O=C(NCC1CCCO1)c1ccc(NC(=O)c2ccc(Br)cc2)cc1 (stereo not drawn) → i | 0.4 | x | 0.1 | 49
Record of COc1ccc(NC(=O)C(C)N2C(=O)c3ccccc3C2=O)c(OC)c1 (stereo not drawn) → i | 1.5 | x | -0.5 | 46

Among those listed so far, these contain a carbonyl joined to an NH by a bond outside any ring:
# | Molecule | Myeloid diff MLP | Myeloid diff MLP GFP+ MAC1+ % | MgcRacGAP inhibition | NTR1 agonist | NTR1 agonist cell count 20 µM
1 | COc1cc2c(c(OC)c1OC)-c1ccc(SC)c(=O)cc1C(NC=O)CC2 (stereo not drawn) | x | x | 10.8% | x | x
2 | CC(C)CCCCCCCCCCCCC(=O)NCC(=O)NC1C(O)C(O)C(Nc2ncnc3nc[nH]c23)OC1C(O)CO (stereo not drawn) | x | x | 1.8% | x | x
4 | Cc1ccc(CNC(=O)c2cccnc2)cc1 | i | 0.4 | x | -0.3 | 51
5 | O=C(NCC1CCCO1)c1ccc(NC(=O)c2ccc(Br)cc2)cc1 (stereo not drawn) | i | 0.4 | x | 0.1 | 49
6 | COc1ccc(NC(=O)C(C)N2C(=O)c3ccccc3C2=O)c(OC)c1 (stereo not drawn) | i | 1.5 | x | -0.5 | 46
8 | O=C(NC1=NCCS1)c1cccc(F)c1 | i | 0.2 | x | -0.5 | 50

(further entries)
# | Molecule | Myeloid diff MLP | Myeloid diff MLP GFP+ MAC1+ % | MgcRacGAP inhibition | NTR1 agonist | NTR1 agonist cell count 20 µM
11 | Cc1nc(-c2ccccc2)nn1-c1ccc([N+](=O)[O-])cc1 | i | 0.6 | x | 0.9 | 51
12 | COc1cc(OC)c2c(c1)O/C(=C\c1ccccc1)C2=O | i | 0.5 | x | 0.1 | 49
13 | CC(C)(C)C(=O)Nc1cc(NC(=O)C(C)(C)C)cc(C(=O)Nc2c[nH]c(=O)[nH]c2=O)c1 | i | 0.3 | x | 0.4 | 58
14 | O=[N+]([O-])CC(c1ccccc1)c1c[nH]c2ccccc12 (stereo not drawn) | + | 1.7* | x | 3.9 | 61
15 | S=C(Cc1ccc(-c2ccccc2)cc1)N1CCOCC1 | i | 0.2 | x | 1.5 | 58
16 | COc1cccc2c(O)c(-c3ccccc3)c(=O)[nH]c12 | i | 0.4 | x | -0.5 | 49
17 | C/C(=N\n1c(C)nc2ccccc2c1=O)c1ccc(N)cc1 | i | 0.2 | x | 4.0 | 62
18 | CN(Cc1ccccc1)C(=O)COc1ccc2ccccc2c1 | i | 0.9 | x | -0.7 | 50
19 | NS(=O)(=O)c1ccc(S(=O)(=O)c2ccccc2)nc1 | i | 0.4 | x | 0.9 | 42
20 | CCOc1ccc(NC(=O)C2CC3CCC2C3)cc1 (stereo not drawn) | i | 0.5 | x | -0.9 | 47
21 | COc1ccc(C(=O)NCC(C)NC(=O)c2ccc(OC)c(Br)c2)cc1Br (stereo not drawn) | i | 0.4 | x | 1.1 | 50
22 | O=C(NCCc1ccccc1)c1ccccc1C(=O)NCCc1ccccc1 | i | 0.4 | x | -1.1 | 50
23 | Cn1c(=O)c(C(=O)c2ccccc2)c(O)c2ccccc21 | i | 0.4 | x | 1.8 | 61
24 | O=S(=O)(c1ccccc1)C1Cc2ccccc2C1Cl (stereo not drawn) | i | 1.0 | x | 1.1 | 53
25 | COc1ccccc1C(=O)Nc1ccccc1C(=O)Nc1ccccc1 | i | 0.2 | x | 0.3 | 42
26 | O=C(c1ccccc1Cl)N1CCN(c2ncccn2)CC1 | i | 0.3 | x | -1.1 | 51
27 | Cc1n[nH]c(=S)n1/N=C/c1ccc(-c2ccc(Cl)cc2)o1 | i | 0.2 | x | 3.9 | 51
28 | C=CCNC(=O)C1CC1(c1cccc(C)c1)c1cccc(C)c1 (stereo not drawn) | i | 0.3 | x | 2.7 | 45
29 | CN1C(=O)c2cccc3c(Br)ccc(c23)C1=O | i | 0.3 | x | 1.0 | 63
30 | COc1ccc([N+](=O)[O-])cc1C(=O)NC1CCN(Cc2ccccc2)CC1 | i | 0.2 | x | -0.6 | 38
31 | COc1cc2c(cc1OC)C(C)N(CCc1ccc(Cl)cc1)CC2 (stereo not drawn) | i | 0.6 | x | 1.3 | 36
32 | O=C(Nc1ccc2c(c1)CCC2)c1cccc(OC(F)F)c1 | i | 0.4 | x | 0.3 | 50
33 | NS(=O)(=O)c1ccc(CCNC(=O)CN2CCN(S(=O)(=O)c3ccccc3F)CC2)cc1 | i | 1.3 | x | 1.3 | 49
34 | CS(=O)(=O)c1ccc2nc(NC(=O)C3CC3)sc2c1 | i | 0.7 | x | 0.6 | 49
35 | CC1(CCCN2C(=O)c3ccccc3C2=O)OCCO1 | i | 1.1 | x | -0.3 | 53
36 | CN(C)CC/C=C1\c2ccc(F)cc2Sc2cc(F)c(Cl)cc21 | i | 0.6 | x | 4.5 | 34
37 | O=Cc1c(-c2ccc(Cl)cc2)oc2ccc(O)cc12 | i | 0.2 | x | 1.7 | 59
38 | COc1ccc(C(=O)NCCCCc2ccccc2)cc1 | i | 0.4 | x | 0.5 | 60
39 | Cc1ccc(C)c(NC(=O)CN2C(=O)c3ccccc3C2=O)c1 | i | 0.6 | x | 0.6 | 63
40 | C/C(=N\NC(=O)CCC(=O)N/N=C(\C)c1ccc(C)o1)c1ccc(C)o1 | i | 0.2 | x | 0.2 | 50
41 | CN(C)Cc1ccccc1Sc1ccc2c(c1)CCCC2 | i | 0.6 | x | 2.7 | 47
42 | Cc1ccc(C(=O)Nc2ccc(Nc3ccccc3)cc2)cc1Br | i | 0.0 | x | 13.9 | 44
43 | COc1ccc(/C(C)=N/Nc2nc(C)cc(-c3ccccc3)n2)cc1 | i | 0.4 | x | 1.7 | 69
44 | CCSC(=Nc1ccccc1)N1CCOCC1 | i | 0.6 | x | -0.3 | 40
45 | Nc1ncc([N+](=O)[O-])cc1S(=O)(=O)c1ccccc1 | i | 0.3 | x | 0.9 | 49
46 | O=C(O)c1ccc2ccc3ccccc3c2c1 | i | 0.2 | x | 0.7 | 52
47 | Clc1cc(/C=N\NC2=NCCN2)cc(Cl)n1 | i | 0.7 | x | -0.7 | 60
48 | Cc1cc(C)c(-c2c(O)c3cccnc3n(C)c2=O)c(C)c1 | i | 0.5 | x | 0.4 | 52
49 | CC(C)N1CCN(C(=O)c2ccc([N+](=O)[O-])cc2)CC1 | i | 0.6 | x | 1.8 | 43
50 | CSc1c(CN2CCN(C)CC2)c2ccccc2n1C | i | 0.3 | x | -1.1 | 50
51 | Clc1cccc(OCCOCCN2CCNCC2)c1Cl | i | 0.4 | x | -1.0 | 36
